Screening results from PubChem BioAssay.
D2 antag: D2 dopamine receptor (human) antagonism | HEK293 TREx D2 cells, calcium flux, dopamine EC80 | hit rate 2% among 340,000 | AID 485344 | inhibition, % at 10 µM; in the data active = inhibition above about 30%; also: 0% is about no effect
Target sequence (P14416 whole entry, looked up): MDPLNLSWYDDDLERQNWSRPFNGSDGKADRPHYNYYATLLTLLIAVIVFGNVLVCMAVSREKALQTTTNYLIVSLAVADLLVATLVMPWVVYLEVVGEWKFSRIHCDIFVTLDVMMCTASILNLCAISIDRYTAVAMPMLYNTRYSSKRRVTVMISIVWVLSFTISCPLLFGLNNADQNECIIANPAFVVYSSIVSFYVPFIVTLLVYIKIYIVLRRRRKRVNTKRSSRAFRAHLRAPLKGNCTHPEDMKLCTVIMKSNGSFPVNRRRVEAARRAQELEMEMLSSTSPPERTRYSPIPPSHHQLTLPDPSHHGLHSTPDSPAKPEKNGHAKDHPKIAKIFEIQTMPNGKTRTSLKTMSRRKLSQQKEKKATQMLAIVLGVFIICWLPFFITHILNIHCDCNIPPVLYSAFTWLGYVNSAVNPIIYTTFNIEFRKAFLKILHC
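HEK293 T-REx D2 cells, tet-induced, calcium dye no-wash. Cpd pintool add, 180 s kinetic, then EC80 DA, 180 s kinetic. Ca flux read.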
TRHR agonist: agonists of human TRH receptor. P34981. AID 493084. activation, % at 2 µM. TRHR cells, calcium flux fluo-8, FDSS agonist mode. hit rate 0.18% among 360,000; also: 0% is about no effect
Target sequence (P34981 whole entry, looked up): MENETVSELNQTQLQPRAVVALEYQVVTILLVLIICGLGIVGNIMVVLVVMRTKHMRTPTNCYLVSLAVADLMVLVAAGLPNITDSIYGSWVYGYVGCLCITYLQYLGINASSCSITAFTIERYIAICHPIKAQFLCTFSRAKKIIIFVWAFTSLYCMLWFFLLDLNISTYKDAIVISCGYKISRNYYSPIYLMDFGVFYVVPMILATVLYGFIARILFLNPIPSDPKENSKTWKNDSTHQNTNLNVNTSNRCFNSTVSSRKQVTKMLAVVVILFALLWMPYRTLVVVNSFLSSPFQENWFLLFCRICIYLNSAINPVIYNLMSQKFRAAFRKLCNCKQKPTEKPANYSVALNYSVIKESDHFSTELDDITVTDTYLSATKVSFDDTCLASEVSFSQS
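Agonist-mode FDSS calcium read (Ex 480/Em 530, 1 s cycles) in 1536-well TRHR cells with fluo-8 dye, after 10-cycle baseline and 23 nL compound addition; TRH at EC20 (10 nM final) added afterwards for the enhancer phase.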
RXFP1 antagonist: RXFP1 (human) relaxin receptor antagonism; HEK293-RXFP1, relaxin-stimulated cAMP HTRF, 30 min; active compounds read low; activity change, negative = inhibition, % at 57.5 µM; hit rate 0.59% among 350,000; Q9HBX9;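 active = activity change of -60% or lower, but not beyond a set lower limit; inconclusive = change between -60% and -40%, or beyond the set limit; inactive = change above -40%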; also: % is scaled to controls: 0 for no effect and ±100 for the full control effect
D2 ag: agonists of human D2 dopamine receptor. P14416. activation, % at 2 µM. hit rate 0.53% among 340,000. HEK293 T-REx D2 cells, calcium flux agonist mode;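 active = activation over 3 SD above normal in the single-dose calcium agonist read, cut at about 30% in these data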; also: 0% is about no effect
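Tetracycline-induced HEK293 T-REx cells with force-coupled D2 receptor, plated overnight at 30 C, loaded with no-wash calcium dye. After a 10 s baseline, compound was pin-added and calcium flux read kinetically for 180 s; calcium rises flagged agonists.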
D1 PAM: enhances dopamine response at the human D1 receptor; P21728; HEK293 TREx D1 cells, calcium flux, dopamine EC20 potentiation; potentiation, % at 10 µM; hit rate 0.036% among 360,000; AID 504651; in the data active = potentiation above about 30%; also: 0% is about no effect
TRHR enhancer: allosterically enhances the human TRH receptor. P34981. TRHR cells, fluo-8 calcium fluorescence, EC20 TRH enhancement. enhancement, % at 2 µM. hit rate 0.66% among 360,000. AID 493056; in the data active = enhancement above about 30%; also: 0% is about no effect
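TRHR-expressing cells loaded with fluo-8 calcium dye were read kinetically (ex 480/em 530) during compound addition, then stimulated with an EC20 of TRH (10 nM final). Enhancement of the Gq-mediated intracellular calcium response was scored.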
D1 ag: activates the human D1 dopamine receptor. P21728. HEK293 T-REx D1 cells, calcium flux, agonist mode. activation, % at 2 µM. hit rate 1% among 360,000. AID 504660; also: 0% is about no effect
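Tetracycline-induced HEK293 TREx D1 cells, force-coupled to calcium signalling, were dye-loaded with a no-wash calcium kit. Compound was pin-added after a 10 s baseline. Fluorescence was read kinetically at 1 cycle/s for 180 s, with calcium rises flagged as agonism.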
D2 potentiator: positive allosteric modulators of human D2 dopamine receptor; P14416; HEK293 T-REx D2, calcium flux, EC20 dopamine potentiation; potentiation, % at 10 µM; hit rate 0.34% among 340,000;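 active = potentiation over 3 SD above the plate norm, cut at about 30% in these data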; also: 0% is about no effect
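Primary screen. Calcium kinetics in induced HEK293 T-REx D2 cells: compound pre-addition 180 s, EC20 dopamine, 180 s more.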
D1 antag: antagonists of human D1 dopamine receptor | P21728 | HEK293 TREx D1 cells, calcium flux, dopamine EC80; active compounds read low | activity change, negative = inhibition, % at 10 µM | hit rate 3.2% among 360,000 | AID 504652; in the data active = activity change below about -30%; also: % is scaled to controls: 0 for no effect and ±100 for the full control effect
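Using tetracycline-induced force-coupled D1 Hek293 cells and a calcium dye, signals were followed for 180 s after compound, then for 180 s after EC80 dopamine, to detect inhibitors.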
An asterisk follows results filed as active; u = inconclusive; x = no result given; & = joins results of further samples. Rule as the data show it, unless noted: active = activation above about 30%; inactive = the rest.

SMILES | D2 antag | TRHR agonist | RXFP1 antagonist | D2 ag | D1 PAM | TRHR enhancer | D1 ag | D2 potentiator | D1 antag
O=[N+]([O-])c1cnc2ccccn12 | -4 | 0.5 | 6 | 0.6 | -2 | 17 | 0 | -7 | -2
COc1ccc(CCNC(=O)C2CCCN2C(=O)Nc2ccccc2)cc1OC (configuration not stated) | -16 | -0.4 | 15 | -0.7 | 11 | 1 | -4 | -1 | -3
Cc1cccc(NC(=O)CSc2nnc(CSc3nc(C)cc(C)n3)n2Cc2ccco2)c1 | x | -2.0 | 16 | x | -1 | 8 | 0 | x | -7
O=C(Cn1nc(-c2ccc3c(c2)OCCO3)ccc1=O)Nc1cccc(NC(=O)c2ccccn2)c1 | -4 | 0.6 | x | 1.1 | -3 | -1 | 1 | -3 | -1
O=C(NNC(=O)c1ccccc1Cl)c1csc(N2CCOCC2)n1 | 5 | 0.0 | -5 | 0.8 | -1 | -4 | 5 | 8 | 14
COc1ccccc1NC(=O)C1CCCN(S(=O)(=O)c2cccc3nsnc23)C1 (configuration not stated) | 7 | -0.3 | -5 | -0.9 | -3 | 2 | 2 | -3 | -4
CCN1C(=O)C(Cc2nc3ccccc3c(=O)n2-c2cccc(C)c2)c2ccccc21 (configuration not stated) | x | 0.2 | -10 | 2.5 | -1 | -3 | 4 | 11 | 17
Cc1noc(C)c1COC(=O)C1CCN(C(=O)c2ccc(Cl)cc2)CC1 | 13 | -0.5 | -2 | -0.1 | -5 | -6 | 1 | -2 | -14
C=CC(O)(C#CCN(CC)CC)c1ccccc1 (configuration not stated) | 5 | -0.2 | -1 | 1.5 | -2 | 1 | 4 | 3 | -4
CC(C)CNC(=O)c1ccccc1NC(=O)CN(c1ccc2c(c1)OCCO2)S(C)(=O)=O | -25 | 0.1 | 1 | 0.1 | -2 | -9 | 0 | 0 | 11
Cc1ccc(SCC(=O)NCCSC(C)(C)C)cc1 | 6 | -0.8 | -11 | -0.3 | -4 | 5 | 0 | 19 | 5
Cc1cc(N2CCCCC2)nc2ccc(NC(=O)CCC(=O)NCCC(C)C)cc12 | -8 | -0.7 | -24 | 0.2 | 3 | 0 | 1 | 14 | 8
O=C(c1ccc2c(c1)N(Cc1cccc(F)c1)C(=O)c1ccccc1S2)N1CCCC1 | x | -0.6 | -20 | x | -2 | -6 | 1 | 19 | 1
COc1cccc(NC(=O)C2CC(=O)N(Cc3ccco3)C2)c1 (configuration not stated) | 37* | 0.2 | -6 | 0.7 | x | 2 | 7 | -1 | -1
CCc1nn2c(=O)c(S(=O)(=O)Nc3ccc(C(C)C)cc3)c(C)nc2s1 | 23 | 1.5&0.5 | -13 | -0.5&-0.8 | 0&-1 | -1&5 | 13&7 | -4&5 | -5&-2
Cc1ccccc1NS(=O)(=O)c1ccc(C(=O)N2CCN(c3ccccc3O)CC2)cc1 | 1 | -1.0 | -17 | 1.2 | -12 | 5 | 8 | 0 | -7
Cc1c(NC(=O)c2sc3c([N+](=O)[O-])cccc3c2Cl)cccc1-c1nc2ccccc2o1 | x | 3.9 | 0 | x | 0 | -2 | 0 | 6 | 2
O=C(CCNS(=O)(=O)c1cccs1)NCc1ccccc1 | -10 | 0.3 | -3 | 0.3 | -5 | 7 | 1 | 8 | -3
CC(C)n1nccc1N(Cc1ccc(Br)cc1)S(=O)(=O)c1ccccc1 | -22 | 0.4 | u | 1.1 | -8 | -7 | 5 | 13 | -15
CCC(C(=O)OCC(=O)c1c(N)n(CC(C)C)c(=O)n(C)c1=O)c1ccccc1 (configuration not stated) | 3 | -0.9 | -16 | -0.3 | -4 | 17 | 28 | 9 | -3
COc1ccccc1N1CCN(C(=O)c2ccc(N3CCCC3=O)cc2)CC1 | -8 | -0.1 | -6 | 1.9 | -6 | -7 | 2 | -4 | 4
CCOCCCNC(=O)CN1C(=O)/C(=C\c2ccc(C)cc2)Sc2ccccc21 | -9 | 0.3 | x | -1.3 | -3 | -8 | 2 | -14 | -16
Cc1cc(C)cc(NC(=O)Nc2ccc(-n3ccc(C(F)(F)F)n3)cc2)c1 | 11 | 1.6 | -22 | 2.1 | 8 | -6 | 13 | -13 | -23
Nc1c(-c2ccccn2)cnn1-c1nc(-c2ccc(F)cc2)cs1 | -20 | 0.6 | x | 2.5 | -3 | 3 | 4 | 2 | 9

Overlap with the part before: 6 compounds, followed by the next part.
SMILES | D2 antag | TRHR agonist | RXFP1 antagonist | D2 ag | D1 PAM | TRHR enhancer | D1 ag | D2 potentiator | D1 antag
CC(C)n1nccc1N(Cc1ccc(Br)cc1)S(=O)(=O)c1ccccc1 | -22 | 0.4 | u | 1.1 | -8 | -7 | 5 | 13 | -15
CCC(C(=O)OCC(=O)c1c(N)n(CC(C)C)c(=O)n(C)c1=O)c1ccccc1 (configuration not stated) | 3 | -0.9 | -16 | -0.3 | -4 | 17 | 28 | 9 | -3
COc1ccccc1N1CCN(C(=O)c2ccc(N3CCCC3=O)cc2)CC1 | -8 | -0.1 | -6 | 1.9 | -6 | -7 | 2 | -4 | 4
CCOCCCNC(=O)CN1C(=O)/C(=C\c2ccc(C)cc2)Sc2ccccc21 | -9 | 0.3 | x | -1.3 | -3 | -8 | 2 | -14 | -16
Cc1cc(C)cc(NC(=O)Nc2ccc(-n3ccc(C(F)(F)F)n3)cc2)c1 | 11 | 1.6 | -22 | 2.1 | 8 | -6 | 13 | -13 | -23
Nc1c(-c2ccccn2)cnn1-c1nc(-c2ccc(F)cc2)cs1 | -20 | 0.6 | x | 2.5 | -3 | 3 | 4 | 2 | 9
Cc1cc(=O)oc(C)c1C(=O)Nc1cccc(F)c1 | -2 | 0.4 | 1 | 1.4 | 0 | 1 | 5 | -4 | -12
Cc1nn(CC(=O)NCc2cccc(F)c2)c(=O)c2c(C)n(-c3ccc(Cl)cc3)nc12 | x | -0.8 | -27 | -1.2 | 1 | 0 | 0 | 10 | 6
COC(=O)c1sc2cc([N+](=O)[O-])cc(SCC(C)C)c2c1N | -2 | 28 | -5 | 22 | 9 | -3 | 91* | 9 | -4
O=C(NCc1cccs1)c1ccc(N2CCCCC2)nc1 | -3 | -0.2 | -14 | 0.6 | -2 | 8 | 0 | -7 | -16
CSCC(NS(=O)(=O)c1ccc(C)cc1)C(=O)O (configuration not stated) | -2 | -1.5 | u | -1.8 | -1 | 1 | 4 | 1 | 1
COc1ccc(/C=C(\C#N)C(=O)Nc2ccccn2)cc1 | -2 | 0.0 | -2 | -4.2 | -21 | 2 | 5 | 4 | -3
CCC(=O)N1CCc2cc(S(=O)(=O)N(C)c3cccc(C)c3)ccc21 | x | -0.5 | x | 0.3 | 0 | -10 | 15 | -20 | -3
CCOC(=O)c1cccc(NC(=O)C(CC(C)C)N2Cc3ccccc3C2=O)c1 (configuration not stated) | x | -0.3 | -36 | x | 2 | 0 | -1 | 5 | 3
COc1ccc(CCNC(=O)c2ccc3c(c2)sc2nc(-c4ccccc4)cn23)cc1OC | x | 0.2 | 4 | -0.9 | 2 | 10 | 1 | 4 | -10
Cc1ccc2nsnc2c1S(=O)(=O)N(Cc1ccco1)Cc1cc2ccc(C)c(C)c2[nH]c1=O | -2 | -0.1 | 14 | -0.2 | 3 | 0 | 1 | -6 | 8
Cc1ccc(-c2cc(Cc3ccccn3)c(=O)[nH]n2)cc1 | 3 | -1.8 | -11 | -1.1 | -2 | 15 | 5 | 13 | 4
COc1ccc(-n2nc3c(N4CCC(C(=O)NCc5cccc(F)c5)CC4)nnc(C)c3c2C)cc1 | x | -1.0 | -4 | -0.9 | 1 | -4 | 4 | -4 | 6
Cn1c(SCC(=O)NCC2CCCO2)nc2c([nH]c3ccccc32)c1=O (configuration not stated) | -1 | -0.7 | -16 | 0.0 | -2 | -1 | 2 | 14 | 1
CCC1Oc2ccccc2N(Cc2ccccc2C)C1=O (configuration not stated) | -5 | -1.1 | -6 | -2.8 | -1 | 6 | 6 | 8 | -6
Cc1cccc(NC(=O)c2ccc(Cl)c(S(=O)(=O)N3CCCCC3)c2)n1 | -10 | 0.2 | -13 | -0.1 | -4 | 6 | 2 | 17 | 10
CCCCc1nnc(NC(=O)C2CCN(c3ncnc4sc(C)c(C)c34)CC2)s1 | 18 | 0.0 | -31 | 0.6 | -8 | -1 | 0 | -2 | 2
CCOC(=O)c1ccccc1N/C=C/C(=O)c1cccs1 | x | -0.1 | -16 | x | 0 | 7 | 4 | x | 6
CCOC(=O)C1C(=O)OC(C)(C)C1C(C)C(=O)c1ccc(C)cc1C (configuration not stated) | 2 | -0.4 | 8 | 0.1 | -4 | -4 | 4 | -2 | 11
CC(=O)Nc1sc(C)c(C)c1C(=O)OCC(=O)N(CC(C)C)c1c(N)n(Cc2ccccc2)c(=O)[nH]c1=O | -17 | -0.2 | -13 | -0.1 | 6 | -2 | 1 | 1 | 4
Cn1cc([N+](=O)[O-])c(C(=O)NCc2ccco2)n1 | x | -0.1 | u | x | -11 | -1 | 6 | x | -29
COC(=O)c1ccc(CSc2ccc3nnc(-c4ccccc4)n3n2)o1 | -21 | -0.1 | x | 0.7 | 11 | 6 | 12 | 6 | 14
COc1cc(NC(=S)NCCCN2CCOCC2)cc(OC)c1 | 15 | 0.8 | 21 | 0.8 | 2 | 0 | -1 | -8 | 11
CC(=O)NC(Cc1ccccc1)C(=O)NC1CCN(C(=O)c2ccc([N+](=O)[O-])cc2)CC1 (configuration not stated) | 0 | -0.1 | -4 | 0.0 | -4 | -4 | 3 | 4 | 5
CCCNc1cc(C)c(C#N)c2nc3ccccc3n12 | -2 | -0.4 | -12 | -0.8 | 5 | -2 | -2 | 13 | 8
CC/C(=N\NC(=O)c1cc(C2CC2)[nH]n1)c1ccccc1 | -2 | 0.1 | -2 | 0.2 | -3 | 4 | -1 | 6 | 1
O=C(Nc1nc2ccccc2n1CCN1CCOCC1)c1ccc(Cl)cc1 | x | -0.7 | -3 | x | 0 | 4 | 1 | x | 14
O=C(CSc1nnnn1C1CCCCC1)NCc1ccccc1 | 6 | -1.7 | 2 | -2.6 | 0 | -5 | 0 | -2 | 2
Cc1nn(Cc2ccccc2)c(C)c1/C=N/NC(=O)c1ccccc1O | 6 | 0.0 | 13 | -0.7 | -9 | 1 | 1 | -9 | 9
O=C1OCCC1Sc1nnc(-c2ccc(Br)cc2)o1 (configuration not stated) | 3 | -0.5 | -11 | -0.8 | -2 | -8 | -2 | -7 | -15
CC(C)(C)OC(=O)N1CCC(c2c(C(=O)NCc3ccccc3)cnn2-c2ccccc2)CC1 | x | -0.1 | -21 | -0.6 | -1 | 9 | 1 | -3 | 13
O=C(c1ccco1)N(Cc1cc2ccccc2[nH]c1=O)CC1CCCO1 (configuration not stated) | 0 | 0.4 | 3 | -0.3 | -3 | 1 | 1 | 3 | -7
CSc1cccc(NC(=O)NCc2cccc(CNC(=O)Nc3cccc(SC)c3)c2)c1 | 15 | 1.6 | -4 | 0.3 | -10 | 7 | 6 | 5 | -25

Outcome played no part in choosing rows; 7.3% or so of the library scored in one or more.
